mABHD4 FP – inhibits mouse alpha/beta hydrolase domain 4; Q8VD66; purified mABHD4, FP-Rh probe fluorescence polarization; inhibition, % at 8.92 µM; actives 0.54% (n = 370,000); AID 720543;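 active means inhibition exceeding the mean over every tested compound plus 3 SD, cut at about 30% in these data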;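 further: 0% = plate median of compound wells and 100% = S159A mutant with DMSO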
Target sequence (Q8VD66 whole entry, looked up, the tested form may be a part): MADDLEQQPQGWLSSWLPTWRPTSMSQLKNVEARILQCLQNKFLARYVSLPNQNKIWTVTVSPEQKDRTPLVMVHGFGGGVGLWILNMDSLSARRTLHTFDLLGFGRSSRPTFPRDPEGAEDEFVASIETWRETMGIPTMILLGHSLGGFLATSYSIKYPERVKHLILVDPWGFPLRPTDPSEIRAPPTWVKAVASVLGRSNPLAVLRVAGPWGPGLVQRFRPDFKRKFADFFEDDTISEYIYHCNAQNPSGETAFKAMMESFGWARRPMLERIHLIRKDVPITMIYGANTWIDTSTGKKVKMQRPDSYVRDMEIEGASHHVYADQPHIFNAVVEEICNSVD
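Assay system: Wild-type mouse ABHD4 protein | Medium: HEPES pH 7.0 buffer, 150 mM NaCl, 0.01% Pluronic F-127 | Incubation: Enzyme–compound pre-incubation 45 min, then probe 60 min, both 25 °C | Technique: Fluorescence polarization with parallel and perpendicular emission, 525/598 nm | Evaluation: % inhibition of FP-Rh probe binding versus controls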
NPR2 activator – GC-B (human) receptor activation; P20594; HEK293-GC-B cells, CNP EC30, cGMP TR-FRET; 0% at EC30 CNP, 100% saturating CNP; activation, % at 10 µM; actives 0.11% (n = 370,000); AID 1920062;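 active means activation at 10 µM reaching about 35% in either raw or pattern-adjusted values, limit read from the data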
HTRA1 inhibitor – HTRA1 (human) protease inhibition | Q92743 | recombinant HTRA1, FP-rhodamine activity-based probe, fluorescence polarization | inhibition, % at 5.96 µM | actives 0.5% (n = 340,000) | AID 504803; in the data active means inhibition above about 36%;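 further: 0% = enzyme with DMSO and 100% = wells lacking enzyme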
Target sequence (Q92743 whole entry, looked up): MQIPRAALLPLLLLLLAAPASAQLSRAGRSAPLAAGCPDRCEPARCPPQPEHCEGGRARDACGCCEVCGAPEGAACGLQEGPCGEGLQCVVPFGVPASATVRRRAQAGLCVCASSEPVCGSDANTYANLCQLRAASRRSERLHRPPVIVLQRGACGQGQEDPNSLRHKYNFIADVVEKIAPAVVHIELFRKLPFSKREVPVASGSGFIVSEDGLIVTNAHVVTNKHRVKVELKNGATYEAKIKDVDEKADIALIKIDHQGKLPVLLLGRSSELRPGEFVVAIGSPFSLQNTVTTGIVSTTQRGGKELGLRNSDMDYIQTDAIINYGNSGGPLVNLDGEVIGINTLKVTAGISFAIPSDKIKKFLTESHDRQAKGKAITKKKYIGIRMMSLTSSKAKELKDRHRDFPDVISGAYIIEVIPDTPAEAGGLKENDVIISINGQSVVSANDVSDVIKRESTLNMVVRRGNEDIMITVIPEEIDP
ASAP1 inh – inhibitors of human ASAP1 ArfGAP activity. ASAP1-stimulated ARF1 GTP hydrolysis, GDP FP detection. inhibition, % at 16.5 µM. actives 0.19% (n = 360,000). Q9ULH1; in the data active means inhibition above about 25%;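 further: 0% = vehicle with enzyme and substrate and 100% = no enzyme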
PG9 binder – small molecules binding HIV-1 gp120 antibody PG9; TR-FRET gp120-PG9 antibody binding; inhibition, % at 6.7 µM; actives 0.43% (n = 360,000); in the data active means inhibition above about 8.5%
NR1D1 modulator – Rev-erb alpha (human) modulation; activity, % at 10 µM; P20393; actives 0.79% (n = 370,000); Rev-erbα–FITC-DNA binding, fluorescence polarization, 90 min;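 active means activity above about 14%, limit read from the data; passing the limit was not always enough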;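 further: 0% = DMSO wells with 35 nM protein and 100% = DMSO wells with 750 nM protein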
SMARCA2 act – activators of SMARCA2 function | MG213 cells, MMTV-luciferase reporter, dexamethasone, overnight | activation, % at 9.1 µM | actives 1% (n = 370,000) | AID 652017; in the data active means activation above about 7.8%;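 further: 0% = vehicle wells and 100% = reference activator wells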
rCAG binder – molecules binding r(CAG) RNA repeats; inhibition, % at 3 µM; actives 1.3% (n = 370,000); r(CAG) RNA repeat, TO-PRO-1 dye displacement fluorescence; AID 651821;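 active means inhibition above the plate cutoff, the mean of all test compounds on that plate plus 3 SD, cut at about 35% in these data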;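 further: 0% = DMSO alone and 100% = 100 µM mitoxantrone as full dye displacement; higher means more dye released from RNA so lower well fluorescence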
ARFGAP1 inh – rat ARFGAP1 inhibition. inhibition, % at 16.5 µM. Arfgap1-stimulated ARF1 GTP hydrolysis, GDP FP detection. actives 0.26% (n = 360,000). AID 651572;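 active means inhibition above a per-plate limit, mean inhibition of low control wells plus 3 SD, cut at about 25% in these data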;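 further: 0% = DMSO wells with enzyme and 100% = wells lacking Arfgap1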
Target sequence (Q62848 1-136 limits assumed): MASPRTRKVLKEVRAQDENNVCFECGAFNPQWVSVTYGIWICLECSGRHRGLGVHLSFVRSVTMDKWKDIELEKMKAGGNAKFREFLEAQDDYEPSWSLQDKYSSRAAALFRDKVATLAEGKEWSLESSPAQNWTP
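Material – truncated rat Arfgap1 GAP domain · Buffer or medium – HEPES-based buffer, pH 7.5 · Reagent – human ARF1(Δ1-17)-GTP substrate · Dosing – 16.5 µM single point, 1.26% DMSO · Schedule – GTP hydrolysis reaction 2 h at 25 °C · Technique – GDP detection by fluorescence polarization · Benchmarks – No-Arfgap1 wells (100%) versus DMSO full-reaction wells (0%) · Repeats – single replicate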
NPR1 activator – GC-A (human) enzyme activation; P16066; HEK293 GC-A cells, cGMP TR-FRET, EC30 ANP; 0% at EC30 ANP, 100% saturating ANP; activation, % at 10 µM; actives 0.14% (n = 370,000); in the data active means activation above about 40%
The depositor's hits bear a star; nt = no result given. Compounds were not picked by outcome; any-hit rate near 4.4%.

SMILES,mABHD4 FP,NPR2 activator,HTRA1 inhibitor,ASAP1 inh,PG9 binder,NR1D1 modulator,SMARCA2 act,rCAG binder,ARFGAP1 inh,NPR1 activator
C[n+]1cccc(C(=O)N/N=C/c2ccc3c(c2)OCO3)c1,0.7,-1.5,-4.1,-15.8,0.9,0.1,-3.7,-0.2,5.4,-0.2
COc1c(C(=O)Nc2ccc(Cc3ccncc3)cc2)ccc2ccccc12,-5.5,1.7,-38.3,2.6,-1.8,-0.3,-4.1,-4.2,0.4,-7.0
CC(Oc1ccc(Br)cc1)C(=O)Nc1ccc(N2CCOCC2)cc1N1CCOCC1 (stereo unspecified),4.0,-8.2,5.7,8.7,-1.3,-2.0,5.1,-1.4,-3.9,-7.9
COc1ccc(C)cc1N(CC(=O)N/N=C/c1ccc2c(c1)OCO2)S(C)(=O)=O,-4.5,-1.4,10.0,-1.3,-0.6,0.6,-3.5,-1.7,10.0,2.7
O=C(Cc1ccccc1)NCCn1ccc2ccccc21,-14.9,-2.6,0.6,-6.3,0.2,-5.6,0.9,4.1,-0.5,5.2
Cc1cc(O)c(C(C)C)cc1NC(=O)c1ccccc1Cl,-1.2,-1.9,8.5,6.9,-3.0,-7.4,1.1,-3.0,8.4,4.2
CCOc1ccc(Br)cc1C1=NN(C(C)=O)C(c2ccc([N+](=O)[O-])s2)O1 (stereo unspecified),14.9,-0.6,30.1,-1.9,-1.4,-5.0,-0.6,2.5,-8.2,-21.4
CCOC(=O)c1c(C)[nH]c(C(=O)Cn2nnc(-c3ccccc3)n2)c1C,8.4,-2.6,-8.5,-10.1,3.9,8.7,-0.9,4.9,-1.0,-1.6
COCCN(C(=O)COC(=O)/C=C/c1ccc(SC)cc1)c1c(N)n(Cc2ccccc2)c(=O)[nH]c1=O,-7.5,-1.4,-1.0,-7.7,-4.3,-1.5,-4.2,1.2,-1.8,-5.1
CC(C)n1c(SCC(=O)Nc2nncs2)nnc1C1CC1,5.9,-0.1,1.3,-2.0,-3.8,-0.7,2.0,-1.5,1.0,0.0
COc1cccc(-c2ccc(NC(=O)C3CCCN(Cc4cnn(C(C)C)c4)C3)cc2)c1 (stereo unspecified),-0.1,-7.0,-23.2,-4.2,-0.2,-2.8,-2.4,-10.3,11.8,-6.3
CCOC(=O)N1C2C=C(C)[C@@H]2[C@@H]2CC(=O)N21 (stereo partly specified),-0.5,3.1,2.3,9.0,0.0,0.1,-4.2,-0.9,-9.1,-4.8
CNc1nnc(-c2ccco2)s1,0.2,10.7,-2.5,-1.0,-1.8,-8.6,2.4,1.6,0.8,-1.0
O=C1CN(CC(=O)Nc2ccc(Cl)cc2)CCN1,-0.1,6.1,1.8,13.8,-1.0,3.8,-3.1,2.5,7.5,-2.9
CCCC(=O)NC(C)c1nc2ccccc2n1CC (stereo unspecified),1.9,-1.8,-2.3,4.7,-0.6,1.3,0.0,0.8,-4.3,2.1
Cc1cc(C)n2nc(C(=O)Nc3cccnc3)nc2n1,4.0,-0.1,7.7,8.6,-1.6,-2.0,-0.9,-0.7,-1.8,2.3
CN(Cc1cc([N+](=O)[O-])ccc1Cl)C(=O)C[n+]1ccccc1,-0.1,1.4,7.7,1.4,-0.3,-3.9,0.1,0.6,6.4,3.8
COc1cc(OC)c(S(=O)(=O)Nc2ccccc2C(=O)O)cc1S(=O)(=O)Nc1ccccc1C(=O)O,0.5,2.5,-3.0,-0.3,-1.2,-7.5,-0.7,63.4*,3.5,2.6
CCC(=O)N1CCc2cc(S(=O)(=O)CCC(=O)N(C)c3ccc(OC)cc3OC)ccc21,5.1,-4.0,4.3,0.0,-1.1,-2.8,-2.8,-6.1,-4.6,-1.9
COc1ccc(N2CCN(c3oc(COc4ccccc4Cl)nc3C#N)CC2)cc1,-2.4,-7.2,-2.4,-2.6,-0.7,1.5,0.5,-0.3,-3.8,-0.3
Cc1ccc(CNC(=O)C2CCCN(c3nc4ccccc4o3)C2)cc1 (stereo unspecified),5.4,0.6,3.8,-4.8,1.1,-0.2,-2.5,-0.3,7.0,7.1
CCCCC1CCC(C(=O)N(C)CC(=O)Nc2cccc(F)c2)CC1 (stereo unspecified),-6.4,12.2,-16.7,5.5,0.8,0.5,-1.7,-4.1,2.8,-1.1
CCN(CC)C(=O)C1CCCN(Cc2ccccc2C(F)(F)F)C1 (stereo unspecified),15.2,2.7,-1.5,-8.8,-1.5,-6.4,2.9,-9.8,-0.4,-2.8
COc1ccc([C@H]2CC(=O)C=C(c3ccc(-c4ccccc4)c(F)c3)C2)cc1,-3.2,2.5,-5.8,-9.6,1.9,1.4,1.3,-1.6,-1.3,0.6
CCOc1ccc(NC(=O)CN(C)C(=O)Cc2ccc3c(c2)OCCO3)cc1OCC,-0.7,2.0,-6.5,-11.4,0.0,-4.5,-1.6,1.1,-6.4,1.3
Cn1c(SCc2ccc(C(C)(C)C)cc2)nnc1C1COc2ccccc2O1 (stereo unspecified),-8.7,-0.4,nt,-1.6,-2.3,-6.9,-4.8,-6.9,-3.9,-1.3
CSCCC(C(=O)NCc1ccccc1)n1c(-c2ccc3c(c2)CCO3)nc2ccccc21 (stereo unspecified),-1.2,-9.2,nt,1.2,0.8,1.3,-2.9,2.4,-1.8,-12.0
O=C(O)c1cc(-c2ccco2)nn1-c1cccc(Cl)c1,11.9,-1.8,2.4,-4.1,0.4,-15.5,-0.4,24.7,-4.0,-3.3
CS(=O)(=O)c1ccccc1-c1nnc(NC(=O)CCS(=O)(=O)c2ccc(Cl)cc2)o1,-2.5,5.5,3.1,1.8,-1.2,1.8,-3.9,9.6,6.5,3.7
CC1CN(C(=O)C2(C)CC2(Cl)Cl)CC(C)O1 (stereo unspecified),9.6,4.3,3.0,3.7,3.3,1.4,-3.1,-3.0,20.6,2.7

Whole records from above. Order of values: mABHD4 FP | NPR2 activator | HTRA1 inhibitor | ASAP1 inh | PG9 binder | NR1D1 modulator | SMARCA2 act | rCAG binder | ARFGAP1 inh | NPR1 activator
O=C(Cc1ccccc1)NCCn1ccc2ccccc21 as listed: -14.9 | -2.6 | 0.6 | -6.3 | 0.2 | -5.6 | 0.9 | 4.1 | -0.5 | 5.2
CCOC(=O)c1c(C)[nH]c(C(=O)Cn2nnc(-c3ccccc3)n2)c1C as listed: 8.4 | -2.6 | -8.5 | -10.1 | 3.9 | 8.7 | -0.9 | 4.9 | -1.0 | -1.6
CCOC(=O)N1C2C=C(C)[C@@H]2[C@@H]2CC(=O)N21 (stereo partly specified) as listed: -0.5 | 3.1 | 2.3 | 9.0 | 0.0 | 0.1 | -4.2 | -0.9 | -9.1 | -4.8

Following part
SMILES,mABHD4 FP,NPR2 activator,HTRA1 inhibitor,ASAP1 inh,PG9 binder,NR1D1 modulator,SMARCA2 act,rCAG binder,ARFGAP1 inh,NPR1 activator
COc1ccc(CN(C)C(=O)c2cc(S(=O)(=O)NCc3ccccc3)ccc2C)c(OC)c1,-6.5,-5.5,-0.5,12.5,-1.1,8.7,0.9,-1.9,9.4,-9.1
CC(c1nc2ccccc2[nH]1)N(C(=O)Cc1csc2ccccc12)c1cccnc1 (stereo unspecified),-0.3,-3.3,nt,16.2,0.1,-2.0,-1.8,1.8,1.0,-4.9
CCOC(=O)c1[nH]c2ccc(OC)cc2c1NC(=O)c1ccc(OC)c(OC)c1,-2.1,-0.7,-10.4,-6.1,-2.3,3.2,-0.8,2.4,1.2,-0.6
CC[C@]12c3[nH]c4ccccc4c3CCN1C(=O)C(CC(=O)NC/C=C(\C)CCC=C(C)C)C[C@@H]2C(=O)N1CCN(C(=O)C2CC2)CC1 (stereo partly specified),4.6,1.1,-17.3,0.9,0.1,-4.9,-1.8,2.1,-2.5,-3.1
COC(=O)c1c(NC(=O)C2CC(C)=C(C)CC2C(=O)O)sc2c1CCCCC2 (stereo unspecified),13.9,-3.8,-6.2,-10.3,1.4,-5.9,-1.7,53.5*,-4.7,-3.9
Nc1c(-c2ccc(C(F)(F)F)cc2)nc2ncccn12,37.7*,-1.3,nt,-15.8,-4.4,1.2,3.2,1.2,-11.6,-5.5
Cc1nc2ccc(NC(=O)c3cc(S(=O)(=O)N4CCOCC4)ccc3C)cc2s1,-4.6,3.8,-1.2,-17.1,-1.7,3.4,-2.5,2.0,7.4,1.9
O=C1C=C(c2cccc3c2Oc2ccccc2S3)C[C@@H](c2ccc3c(c2)OCO3)C1,1.4,18.7,nt,-7.3,-0.5,3.2,1.0,7.2,5.2,13.5
CN1C(=O)CCC2(c3ccccc3)CC=C(O)C=C12 (stereo unspecified),6.3,3.8,3.1,-4.0,0.8,-2.1,-1.8,2.1,-2.2,1.5
Cc1nc2c(N=Nc3ccccc3F)c(N)nn2c(N)c1C#N,0.2,-2.5,0.5,5.4,-3.3,-3.9,-3.5,12.7,20.1,42.7*
CC(C)Cc1ccc(C(=O)NCCOc2ccccc2)o1,-3.6,0.0,-12.2,2.0,-1.7,2.0,0.1,-8.1,7.5,1.4
O=C1NC[C@H](c2ccccc2)OC(=O)[C@H](Cc2ccc(F)cc2)C/C=C\C[C@H]1CC(=O)N(CCO)Cc1ccccc1,-4.4,1.1,-13.8,4.6,0.5,-4.6,-0.8,5.1,2.3,0.6
CCN1CCN(c2ccc(S(=O)(=O)N3CCOCC3)cc2NC(=O)c2ccc(C(F)(F)F)cc2)CC1,2.6,-1.7,1.7,1.1,1.2,-0.1,-0.4,-4.8,-2.1,1.6
O=c1cc(-c2ccc(O)cc2)oc2c1ccc1ccccc12,-12.3,-0.1,-16.4,2.8,1.1,-34.6,2.8,15.2,-3.0,-2.1
C/C(CC(=O)Nc1ccc2c(c1)OCCO2)=N\NC(=O)COc1ccc(C)cc1,-1.6,6.0,-12.1,-10.7,1.2,-6.0,-0.9,1.7,5.6,0.8
O=C(O)Cn1nc(-c2ccccc2)cc1-c1ccccc1,8.6,0.1,-1.1,12.7,-0.9,0.1,3.5,5.3,12.1,2.6
O=C(CSc1ccccc1)NCC1(N2CCOCC2)CCCCC1,1.1,4.2,-5.0,4.6,-1.3,1.8,5.6,-2.9,1.5,-0.9
CC(C)(C)S(=O)N1Cc2ccc(CO)cc2[C@@H]1CCO (stereo partly specified),-15.5,-0.7,5.8,-4.1,-0.8,6.1,-3.9,2.1,-11.4,1.7
COc1ccc(OC)c(C2CC(=O)Nc3cc(OC)c(OC)c(OC)c32)c1 (stereo unspecified),3.5,-9.3,-6.2,7.8,1.3,-1.9,-1.3,-5.6,8.1,-10.7
Cn1nc(C(F)(F)F)c2cc(C(=O)N3CCOCC3)sc21,0.0,1.5,0.8,5.3,-0.5,0.3,1.1,-0.8,-6.8,3.9
COc1ccc(C(CNC(=O)CNC(=O)c2cccc(F)c2)N2CCOCC2)cc1 (stereo unspecified),6.1,4.8,3.0,3.3,-1.2,-1.4,-4.7,5.6,-3.3,1.1
O=C(Nc1cccc(S(=O)(=O)N2CCCCC2)c1)c1cncc(Br)c1,-9.5,5.6,-34.6,11.9,-3.1,-4.5,-4.7,2.4,-17.3,9.2

Screens: PubChem BioAssay, several laboratories
